Compound activity (PubChem BioAssay)
uPA surface inh = inhibitors of cell surface uPA generation; AID 540303; cell surface uPA generation assay, qHTS; Potency, µM (top dose mostly 38.3 µM), for the others: at the highest dose activity change, negative = inhibition, actives largely listed as inhibitors; 330,000 compounds, 0.31% hits; active means well fitted inhibition curve with a large enough effect; inconclusive means small, poorly fitted or top-dose-only effect; inactive means no such curve, though single readings can be large or run the other way; tested in mouse RAW 264.7 cells; further: on the % scale 0 is the no-effect control and ±100 the full control effect; nearly all actives have a fitted effect of over 55% in size
VP16 counter = counter-screen for ROR gamma inhibitors: Gal4-VP16 reporter; Drosophila S2 Gal4-VP16 UAS-luciferase, luminescence, 20 h; Potency, µM (highest dose often 53.6 µM), without a hit: at the highest dose activity, negative = inhibition, actives largely listed as inhibitors; 310,000 compounds, 3.5% hits;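 further: Gal4-VP16 expression switched on by copper sulfate through the metallothionein promoter; on the % scale 0 is the no-effect control and ±100 the full control effect; nearly all actives have a fitted effect of over 50% in size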
BRCA1 expr up = activators of BRCA1 expression | 380,000 compounds, 1.1% hits | Potency, µM (doses to about 46.1 µM), without a hit: at the highest dose activation, usual class: activators | AID 624202 | MCF7-BRCA1-FFLuc reporter, luminescence, 48 h; response scale: scaled: vehicle 0%, 10 µM genistein 100%; further: nearly all actives have a fitted effect of over 80% in size; some results filed as inactive show a strong effect at the top dose
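Cells: MCF7-BRCA1-FFLuc, 2000/well. Exposure: 48 h, 37 °C, 5% CO2. Read: luminescence, 15 min post-substrate. Controls: genistein 10 microM (maximal activation), DMSO (neutral).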
RORg inh = inhibitors of mouse ROR gamma transcriptional activity. P51450. Drosophila S2 Gal4-RORgamma UAS-luciferase reporter, 20 h. Potency, µM (series often up to 53.6 µM), for the others: at the top dose activity change, negative = inhibition, hits mostly inhibitors. 310,000 compounds, 5.4% hits; further: on the % scale 0 is the no-effect control and ±100 the full control effect; nearly all actives have a fitted effect of over 60% in size
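In this cell-based reporter format, copper sulfate (700 uM final) drives Gal4–ROR gamma fusion expression from a metallothionein promoter in Drosophila Schneider cells; compounds preincubated 1 hr, reporter read after 20 hr at ambient temperature.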
NPC1 prom act = NPC1 promoter activation; Huh7 NPC1 promoter luciferase reporter, 24 h; Potency, µM (top dose mostly 9.22 µM), without a hit: at the top dose activation, most hits filed as activators; 320,000 compounds, 2.4% hits; AID 485313;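 further: % of control where 0% means no effect; nearly all actives have a fitted effect of over 60% in size; reporter is driven by a mutant NPC1 promoter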
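Quantitative HTS used a cell-based reporter: Huh7 cells stably bearing the NPC1 promoter upstream of luciferase were treated with compounds for 24 h, and promoter activation was read as luminescence.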
FLuc counter = inhibits or activates purified firefly luciferase, miR-21 counter-screen. purified FLuc, Km substrates, luminescence inhibition. 360,000 compounds, 6.9% hits. AID 588342. P08659. Potency, µM (series often up to 57.5 µM), for the others: at the top dose activity change, negative = inhibition, actives largely listed as inhibitors;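 further: plate controls were vehicle for no effect and reference inhibitor for full effect; nearly all actives have a fitted effect of over 55% in size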
Target sequence (P08659 whole entry, looked up): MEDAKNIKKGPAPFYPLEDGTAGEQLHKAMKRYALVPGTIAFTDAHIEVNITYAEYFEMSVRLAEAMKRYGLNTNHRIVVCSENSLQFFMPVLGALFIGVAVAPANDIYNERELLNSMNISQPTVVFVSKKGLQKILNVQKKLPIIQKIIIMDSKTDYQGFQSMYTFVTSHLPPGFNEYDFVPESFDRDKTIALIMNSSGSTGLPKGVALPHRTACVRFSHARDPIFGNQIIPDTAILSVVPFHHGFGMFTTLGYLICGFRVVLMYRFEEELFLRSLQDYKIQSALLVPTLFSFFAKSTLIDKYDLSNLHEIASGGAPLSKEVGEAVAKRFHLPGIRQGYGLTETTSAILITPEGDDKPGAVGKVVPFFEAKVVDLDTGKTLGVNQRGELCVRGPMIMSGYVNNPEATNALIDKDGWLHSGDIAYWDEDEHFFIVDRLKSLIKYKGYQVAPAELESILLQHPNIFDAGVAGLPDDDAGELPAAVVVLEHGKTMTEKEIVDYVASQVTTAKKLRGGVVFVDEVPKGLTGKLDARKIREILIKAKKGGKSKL
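Purified P. pyralis luciferase (10nM final) with 10uM D-luciferin and 10uM ATP (Km levels) in 50mM Tris acetate pH 7.5, 10mM Mg acetate, 0.01% Tween-20, 0.05% BSA; qHTS 6-point titration, ~60 µM downward; luminescence read.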
MBNL1-CUG inh = blocks human MBNL1 binding to CUG repeat RNA. Q9NR56. TR-FRET MBNL1-His/biotin-(CUG)12 binding, 665/545 ratio. Potency, µM (series often up to 57.5 µM), without a hit: at the top dose activity change, negative = inhibition, hits mostly inhibitors. 280,000 compounds, 0.036% hits. AID 2675; active means well fitted inhibition curve with a large enough effect in the signal ratio, with a control signal flat, not every such curve was filed as active; inconclusive means small, poorly fitted or top-dose-only effect, or effect the other way, or a change in a side signal; inactive means no such curve, though single readings can be large or run the other way; the % refers to the signal ratio; further: on the % scale 0 is the no-effect control and ±100 the full control effect
Target sequence (Q9NR56 whole entry, looked up): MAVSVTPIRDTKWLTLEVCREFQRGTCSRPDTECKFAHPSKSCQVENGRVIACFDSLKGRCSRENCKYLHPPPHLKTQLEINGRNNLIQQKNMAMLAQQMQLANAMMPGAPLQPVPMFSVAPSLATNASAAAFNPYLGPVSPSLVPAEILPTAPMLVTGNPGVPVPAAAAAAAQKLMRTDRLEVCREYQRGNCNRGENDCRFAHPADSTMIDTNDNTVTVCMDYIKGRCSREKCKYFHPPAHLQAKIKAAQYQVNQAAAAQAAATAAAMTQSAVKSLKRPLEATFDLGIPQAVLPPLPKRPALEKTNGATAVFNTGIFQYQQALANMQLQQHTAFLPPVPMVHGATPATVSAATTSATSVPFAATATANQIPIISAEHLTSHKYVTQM
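Compounds (final 92 nM to 58 uM) are added to His-tagged MBNL1 and biotin-(CUG)12, then terbium anti-His antibody and streptavidin-XL665 (5 nM final). After 60 min at room temperature, the 665/545 nm ratio is read.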
Rab9 prom act = activators of Rab9 promoter | Huh7 Rab9 promoter-luciferase reporter, luminescence, 24 h | Potency, µM (series often up to 9.22 µM), inactives show at the top dose activation, negative = inhibition, usual class: activators | 320,000 compounds, 2.8% hits | AID 485297; further: % of control where 0% means no effect; nearly all actives have a fitted effect of over 60% in size
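Luminescence read-out: Huh7 cells stably expressing Rab9-luciferase, treated 24 h with compound at 37 °C, then lysed with luciferase reagent for 10 min at ambient before reading.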
ELG1 genotoxic = genotoxicity induction in ELG1-luciferase HEK293T cells; HEK293T ELG1-luciferase reporter, luminescence, 16 h; Potency, µM (series often up to 46 µM), inactives show at the highest dose activity change, positive = activation, usual class: activators; 330,000 compounds, 1.3% hits; further: % of control where 0% means no effect; nearly all actives have a fitted effect of over 60% in size
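HEK293T cells expressing luciferase-tagged ELG1 were exposed to compound or DMSO vehicle for 16 hr at 37 °C and 5% CO2. Luciferase activity was then measured with ONE-Glo after 30 min at room temperature.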
p53 reactivator = mutant p53 re-activation in reporter cells; Potency, µM (series often up to 92.2 µM), for inactives: at the highest dose activity change, positive = activation, actives largely listed as activators; H1299 p53-A138V BP100-luciferase reporter, luminescence, 24 h; 320,000 compounds, 0.063% hits; further: % of control where 0% means no effect; nearly all actives have a fitted effect of over 45% in size
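H1299 (p53-null), stable ts p53-A138V + BP100-Luc; 1000 cells/well, Opti-MEM/10% FBS; cpd 4 pt, 1:5; 24 h, 37 deg C, 5% CO2; detection reagent 10 min RT; luminescence.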
An asterisk follows results filed as active; ? = inconclusive; . = not tested or not shown; & = joins results of further samples; [ ] = dose if it differs, or a comment. Unless noted, the call rests on the fitted dose curve; in most records, active means well fitted curve in the direction sought with a large enough effect; inconclusive means small, poorly fitted or top-dose-only effect, or another doubt; inactive means no such curve, though single readings can be large; an effect the other way counts as inactive or inconclusive. Potency means the concentration at half of the fitted maximal effect.

SMILES	uPA surface inh	VP16 counter	BRCA1 expr up	RORg inh	NPC1 prom act	FLuc counter	MBNL1-CUG inh	Rab9 prom act	ELG1 genotoxic	p53 reactivator
CCOC(=O)c1cn(-c2c(C)n(C)n(-c3ccccc3)c2=O)c2c(F)c(F)c(F)cc2c1=O	-1%	-3%	-2%	9%	0%	0%	-6%	-6%	-3%	2%
CN1CCN(CCC(=O)N/N=C/c2cc([N+](=O)[O-])ccc2O)CC1	-6%	?	0%	?	5%	-3%	.	8%	-6%	-6%
Nn1c(=S)[nH]nc(Cc2ccc(O)cc2)c1=O	-13%	-20%	-23%	1%	5%	-3%	-4%	-3%	-3%	-2%
O=C(COC(=O)/C=C/c1cccc(C(F)(F)F)c1)NCCN1C(=O)CSC1=O	?	.	21%	.	0%	4%	.	-4%	0%	-3%
CCOC(=O)c1sc(=NC(=O)COc2ccc(Cl)cc2)n(C)c1C	4%	3%	-1%	21%	-7%	-1%	.	-1%	-1%	-4%
C=CCC1CCCC(=O)N2CCCC12 (stereo not drawn)	5%	1%[96.6 µM]	-7%	0%[96.6 µM]	.	.	.	.	7%	-1%
O=C(CSc1nnc(-c2ccc(OC(F)F)cc2)o1)NC(=O)NCc1ccco1	1%	-30%	-33%	-39%	-3%	0%	15%	7%	0%	27%
CCCCc1cc(=O)oc2c(CN3CCCC3)c(O)c(Cl)cc12	-16%	-7%	-17%	-1%	1%	-1%	40%[activator]	-9%	-7%	5%
COc1ccc(Cn2nnnc2C(c2cc3cc(C)ccc3[nH]c2=O)N2CCOCC2)cc1 (stereo not drawn)	.	-26%	14%	0%	4%	2%	-4%	7%	0%	-5%
CCn1cc(C(=O)NCc2ccc(Cl)cc2)c(=O)c2cc(S(=O)(=O)N(C)C)ccc21	-1%	-7%	-35%	33%	2%	-4%	-2%	7%	-5%	-7%
Cc1nc(N2CCOCC2)nc2c1CCCC2	5%	10%	47%	?	1%	-5%	-1%	2%	-1%	1%
CCOC(=O)NN1C(=O)c2ccccc2NC1c1cccnc1 (stereo not drawn)	17%	13%	-17%	0%	-3%	-1%	-5%	-4%	20%	1%
CC(=O)NC(c1ccco1)c1cc(F)c2cccnc2c1O (stereo not drawn)	?	.	-73%	.	-3%&-32%	4%&-1%	.	-30%&-5%	14%	11%
CN(C(=O)COc1ccccc1C(=O)NCCc1ccccc1)c1ccccc1	2%	23%	56%	?	21%	?	.	22%	5%	30%
CCOC(=O)c1sc(NC(=O)/C=C/c2ccc(F)cc2)nc1C	2%	-2%	11%	12%	-6%	?	-1%	-2%	0%	26%
COc1ccc(CCCc2n[nH]c(=S)n2C)cc1C	0%	-3%[10 µM]	0%	5µM*	-6%	-1%	-1%	-2%	16%	0%
O=[N+]([O-])c1c(NCCCO)cc(SCc2ccco2)c2nonc12	-10%	?	-51%	?	0%	-1%	?	5%	4%	-13%
COC(=O)C1CN(C(=O)COc2ccc(C)cc2)c2ccccc2O1 (stereo not drawn)	10%	-14%	-8%	33%	-4%	-16%	12%	-3%	0%	-1%
CC1CCc2[nH]nc(C(=O)O)c2C1 (stereo not drawn)	-3%	-1%	-1%	1%	15%	1%	-3%	2%	1%	0%
CCOC(=O)N1CCN(C(=O)CCN2C(=O)/C(=C\c3ccccc3OC)SC2=S)CC1	-3%	3%	-3%	-40%	-2%	?	5%	-1%	3%	3%
Cc1ccccc1OCCC(=O)OCC(=O)N1CCN(S(=O)(=O)c2ccc(Cl)cc2)CC1	3%	.	-16%	.	2%	1%	.	-2%	7%	8%
Cc1noc(C)c1C(=O)OCC(=O)N1CCc2ccccc21	-5%	.	43%	.	.	.	.	.	6%	6%
Cc1ccc(-c2cc(C(=O)NCC3CCCO3)no2)cc1 (stereo not drawn)	-28%	?	?	26%	2.5µM*	-17%[2.3 µM]	-2%	2.8µM*	?	?
CC(=O)c1cccc(NC(=O)CSc2ncc(C(=O)Nc3ccccc3)c(=O)n2C)c1	-17%	.	-31%	.	1%	-12%	.	3%	1%	23%
Cc1cccnc1NC(=O)Nc1ccc(Cl)cc1	?	-3%	48%	?	-8%	4.3µM*	1%	4µM*	?	16%
CC1(C)Cc2cccc(Oc3cc(NN4CCCCC4)c([N+](=O)[O-])cc3[N+](=O)[O-])c2O1	5%	3%	-29%	-6%	-7%	9%	-2%	-4%	-4%	.
Cc1ccc2c(c1)N(Cc1ccccn1)C(=O)C(C)O2 (stereo not drawn)	2%	1%	-2%	-4%	1%	-5%	-4%	-1%	1%	-9%
COc1cccc(NC(=O)CN(C)C(=O)c2cccnc2Sc2ccc(C)c(C)c2)c1	-14%	.	-16%	.	0%	1%	.	-4%	3%	-3%
COCCCNC(=O)C(=O)NCC(c1ccco1)N1CCN(c2ccc(OC)cc2)CC1 (stereo not drawn)	-4%	2%	8%	-2%	-3%	2%	-5%	0%	0%	11%
COc1ccc(NC(=O)C2CCCN(C(=O)c3ccc(Cl)cc3)C2)cc1S(=O)(=O)N(C)C (stereo not drawn)	12%	.	-9%	.	-1%	-4%	.	1%	-1%	-3%
CN(CCc1ccccn1)C(=O)CCC1CCCN(C(=O)CN2CCCCCC2)C1 (stereo not drawn)	-2%	0%	0%	14%	0%	0%	-1%	-5%	3%	-1%
O=C(COC(=O)Cc1ccc([N+](=O)[O-])cc1)NCc1ccc2c(c1)OCO2	-18%	.	-2%	.	.	.	.	.	1%	-5%
O=C(COC(=O)/C=C/c1ccccc1[N+](=O)[O-])NCC(F)(F)F	-1%	-3%	-12%	-20%	1%	-4%	?	7%	0%	1%
Cc1nc2cc(NCc3ccccc3O)ccc2n1Cc1ccccc1	-8%	?	0%	?	8%	24µM*	-11%	15%	2%	15%
O=C(COC(=O)c1cc(=O)[nH]c2ccccc12)c1cccs1	3%	17%	3%	-1%	-2%	12µM*	?	-7%	-2%	0%
Cc1ccc(OCC(=O)OCC(=O)Nc2ccc3c(c2)OCO3)cc1C	1%	.	20%	.	.	.	.	.	2%	-1%
O=C(CCc1nnc(C2CCCCC2)o1)N1CCN(C2CCCCC2)CC1	0%	-4%	-10%	-8%	0%	-3%	9%	0%	0%	6%
COc1cc(C(=O)NNC(=O)Nc2ccc([N+](=O)[O-])cc2)cc(OC)c1OC	2%	-13%	-1%	-14%	-7%	-2%	13%	0%	-1%	5%
Cc1ccc(S(=O)(=O)N(CC(=O)NCc2ccncc2)Cc2ccc(F)cc2)cc1	0%	6%	-41%	-44%	-2%	4%	0%	-4%	-7%	-6%
CCC(Cc1ccccc1)NS(=O)(=O)c1c(C)nc2sccn2c1=O (stereo not drawn)	8%	0%	-5%	-6%	-3%	6%	-8%	1%	1%	.
CC(C)CNC(=O)c1cccc(NC(=O)c2ccco2)c1	14%	1%	11%	14%	-2%	-1%	-4%	-7%	1%	11%
COc1cc(/C=N/NC(=O)c2ccc(CN3c4cccc5cccc(c45)S3(=O)=O)cc2)cc(OC)c1O	-1%	-1%	-18%	5%	-5%	-3%	17%	-2%	-1%	-5%
CCN(Cc1ccccc1)C(=O)c1cccc(S(=O)(=O)N2CCN(Cc3ccccc3)CC2)c1	-20%	.	-28%	.	-3%	2%	.	1%	?	-6%
Cc1ccc(NC(=S)NCc2cccs2)cc1	-2%	?	61%	11µM*	11%	?	0%	20%	3%	13%
O=C(O)CC1NC(=O)N(C2CCCCC2)C1=O (stereo not drawn)	1%	-3%[10 µM]	0%	-17%	-4%	-5%	0%	-2%	5%	0%
CCc1nnc(NC(=O)C2COc3ccccc3O2)s1 (stereo not drawn)	-1%	-7%	11µM*	-32%	3.2µM*	12µM*	-6%	2.8µM*	?	?
O=C(CSc1nc2ccccc2[nH]1)NCc1ccco1	1%	0%	65%	9%	8%	-13%	-8%	13%	?	9%
CCOC(=O)C1CCCN(C(=O)c2ccc(C(=O)c3ccccc3)cc2)C1 (stereo not drawn)	-8%	.	-12%	.	-8%	-3%	.	-4%	-1%	2%
CC(C(=O)N(C)C1CCS(=O)(=O)C1)N1C(=O)/C(=C/c2cccs2)SC1=S (stereo not drawn)	-7%	-5%	-3%	-26%	-4%	5%	?	-2%	-3%	?
Cc1cc(C)c(C(N)=O)c(Nc2cccc(Cl)c2)n1	1%	-3%	0%	-5%	-6%	2%	-7%	5%	0%	?
Cc1ccc(S(=O)(=O)N2CCOCC2)cc1NC(=O)Cn1nc(C)c([N+](=O)[O-])c1C	5%	.	-8%	.	-1%	0%	.	-18%	1%	-6%
O=C(NCc1ccc(F)cc1)N1CCc2ccccc2C1	3%	?	39%	?	?	?	-5%	-5%	9%	14%
COc1ccccc1NC(=O)c1c(NC(=O)CCC(=O)O)sc2c1CCCCC2	2%	-28%	0%	-14%	-3%	-8%	.	-5%	1%	0%

Filtered by structure, those above containing a CF3 group.
SMILES	uPA surface inh	VP16 counter	BRCA1 expr up	RORg inh	NPC1 prom act	FLuc counter	MBNL1-CUG inh	Rab9 prom act	ELG1 genotoxic	p53 reactivator
O=C(COC(=O)/C=C/c1cccc(C(F)(F)F)c1)NCCN1C(=O)CSC1=O	?	.	21%	.	0%	4%	.	-4%	0%	-3%
O=C(COC(=O)/C=C/c1ccccc1[N+](=O)[O-])NCC(F)(F)F	-1%	-3%	-12%	-20%	1%	-4%	?	7%	0%	1%
